SDO1 yeast rescue – restores growth of sdo1-depleted yeast; hit rate 0.21% among 140,000; z-score at 10 µM; S. cerevisiae sdo1-depleted JHY4D growth rescue, OD600 30 h; hits give high values; pdr5 snq2 efflux-pump mutant strain;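 active = z-score above 3 at both the 24 hr and the 30 hr optical density reads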;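 note: z-score against mean and SD of all compound wells on the same plate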
INS promoter inh – TRM-6 insulin promoter activity inhibition | AID 1273 | hit rate 0.9% among 130,000 | TRM-6 cells (human fetal islet line), insulin promoter-eGFP reporter, imaging; reporter expression induced with tamoxifen | inhibition, % at 2 µM;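 active = inhibition above the mean plus 3 SD, with well images judged a real hit on visual review, cut at about 60% in these data, passing the limit was not always enough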
SDO1 yeast rescue Rescue 24 h – second read-out of SDO1 yeast rescue, no call of its own (marks repeat the call); z-score; S. cerevisiae sdo1-depleted JHY4D growth rescue, OD600; measured here: growth rescue at 24 h;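 0 is the plate mean of compound wells and units are plate SD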
Numbers without * were called inactive; · = no result given; & = joins results of further samples; [ ] = dose if it differs, or a comment. Rows were taken by chance. About 0.92% of those tested had a hit in this group.

SMILES | SDO1 yeast rescue | SDO1 yeast rescue Rescue 24 h | INS promoter inh
CC(=O)c1cccc(NC(=O)Cn2cc3c(n2)CCCC3)c1 | 0.18 | -0.05 | ·
COC(=O)c1ccc(OCC(O)Cn2nnc3ccccc32)cc1 (configuration not stated) | -0.03 | -0.46 | -15
CN(CCC#N)C(=O)CSc1nnc(-c2ccco2)n1N | · | · | 25
Cc1csc(SCC(=O)N2CCN(S(=O)(=O)c3ccc(Cl)cc3)CC2)n1 | -0.56 | -0.72 | -29
COc1ccc(Cl)cc1NC(=O)CN(c1ccccc1)S(=O)(=O)N(C)C | -1.7 | -0.98 | 13
O=C(Nc1ccc(-n2nncc2-c2ccco2)cc1)c1cccc(F)c1 | -0.42 | -0.23 | -55
CN(C)CC(C)(C)CNS(=O)(=O)c1ccc(Cl)c(Cl)c1 | 1.4 | 0.89 | -72&-14
CCOC(=O)/C(=N\NC(=O)c1ccccc1)c1ccccc1 | -0.83 | -1.4 | 10
Cc1ccc(C(C)C)c(OCC(=O)NN=C2CCCC2)c1 | · | · | 25
Cc1cc(C(=O)NC(CC(C)C)C(=O)O)cc(C)c1[N+](=O)[O-] (configuration not stated) | -0.26 | -0.6 | ·
Cc1cccc(N(CC(=O)NC2CCCC2)C(=O)CCCC(=O)Nc2ccccn2)c1 | 1.1 | 0.55 | -12
CCOc1cc(CO)c(Br)cc1OCC(=O)O | 0.46 | 0.33 | -50
C/C(CC1CC(C)OC1=O)=N\NC(N)=S (configuration not stated) | 0.66 | 0.56 | ·
CC(C)OCCCN1CN(S(=O)(=O)c2ccc(Cl)cc2)c2nc3ccccc3nc21 | 0.84&-1.4 | 0&-1.5 | 24
O=C(Nc1ccccc1C(F)(F)F)N1CCC(N2CCCCC2)CC1 | 1.2 | 1.7 | ·
COC(=O)C[N+](C)(C)CC#Cc1ccccc1 | 0.55 | -0.73 | 38
CCc1noc(C)c1C(=O)N1CC(C)OC(C)C1 (configuration not stated) | 1.8 | 2.2 | ·
Cc1ccc(NC(=O)c2cnccn2)c(OC(F)F)c1 | 0.96 | 1.2 | -359
CC1(C)Cc2c(c(N3CCCC3)nc3sc4c(N5CCN(CCO)CC5)ncnc4c23)CO1 | -0.23[7.5 µM] | -0.85 | ·
COc1ccc(CC(=O)n2nc(-c3ccc(Cl)cc3)nc2NCc2ccco2)cc1 | -1.5 | -1.6 | -38

A draw from above in order of molar mass, ascending.
SMILES | SDO1 yeast rescue | SDO1 yeast rescue Rescue 24 h | INS promoter inh
C/C(CC1CC(C)OC1=O)=N\NC(N)=S (configuration not stated) | 0.66 | 0.56 | ·
CCOC(=O)/C(=N\NC(=O)c1ccccc1)c1ccccc1 | -0.83 | -1.4 | 10
COc1ccc(CC(=O)n2nc(-c3ccc(Cl)cc3)nc2NCc2ccco2)cc1 | -1.5 | -1.6 | -38

Following part.
SMILES | SDO1 yeast rescue | SDO1 yeast rescue Rescue 24 h | INS promoter inh
COc1ccc(N2C(S)=C(C#N)C(=O)NC23CCCCC3)cc1 | · | · | -72
Cc1cccc(NC(=O)C2(C)CC3c4ccccc4C2c2ccccc23)c1C (configuration not stated) | -1.4 | -1.4 | ·
CCOc1ccc(C(C)NC(=S)NCc2ccc(Cl)cc2)cc1 (configuration not stated) | · | · | -12
Cc1cc(C)c(NC(=O)/C(C#N)=C/c2ccc(OCc3ccc(F)cc3)cc2)c(C)c1 | -0.4 | -0.04 | ·
CC1(C)Cc2c(sc(NC(=O)C(C)(C)C)c2C#N)C(C)(C)N1 | 1.7 | 1.7 | -197
Cc1cc(C)cc(N(C(=O)c2nsc(Cl)c2Cl)C(C(=O)NC2CCCC2)c2ccc(O)cc2)c1 (configuration not stated) | -0.54 | -0.43 | -31
O=C(CN1CCC(O)(c2ccc3c(c2)OCO3)CC1)N1CCOCC1 | -0.46 | -0.6 | 28
CCn1c(SCc2ccc(F)cc2)nnc1-c1nn(-c2ccccc2)ccc1=O | -0.23 | -0.47 | 24
CN(C(=O)CSc1nc(-c2ccccc2)c(-c2ccccc2)o1)C1CCS(=O)(=O)C1 (configuration not stated) | · | · | -18
Cn1c(NCCCO)nc2c1c(=O)n(Cc1ccccc1F)c(=O)n2C | -0.79 | -1.5 | -147
Cc1cc2cc(CN(CC3CCCO3)C(=S)Nc3ccccc3)c(=O)[nH]c2cc1C (configuration not stated) | -0.56 | -0.48 | -22
COc1ccc(CSc2nc3ccccc3[nH]2)cc1 | -0.23 | -0.06 | ·
c1ccc(Cn2c(-c3cccs3)nc3nc4ccccc4nc32)cc1 | -0.6 | 0.1 | ·
CCOC(=O)c1c(C)[nH]c(C2=NNC(=Nc3cccc(Cl)c3)SC2)c1C | -0.92 | -0.81 | 19
Cc1nnc(-c2cccc(Br)c2)c2cn(-c3ccc(Br)cc3)nc12 | -2.2 | -1.8 | ·
N#Cc1c(N)nc2c(c1N)CC(=O)N2c1ccccc1-c1ccccc1 | -0.01 | 1.2 | ·
Cc1ccc(C(=O)c2cc3ccccc3o2)cc1C | -0.38 | 0.45 | -38
O=C(N/C(=C/c1cccc([N+](=O)[O-])c1)C(=O)N1CCCCC1)c1cccs1 | 0.22 | -0.31 | 24
COc1ccc(NC(=O)c2c(C(F)(F)F)nn(C)c2Cl)cc1 | · | · | 0
CCC(C)C(NC(=O)C1CCC(C)CC1)C(=O)NC(C(=O)OC)C(C)C (configuration not stated) | 1.5 | 2.7 | ·
COc1ccc(CCN=C(N)NS(=O)(=O)c2ccccc2)cc1OC | 0.71 | 0.8 | -53
CCc1c(C)c2c(C)nn(-c3ccccc3)c2oc1=O | -1.8 | -1.6 | 46
Cc1cc(=O)c2cc(Br)ccc2[nH]1 | 0.72 | -0.43 | 18
CC12COC3(C(N)=O)CC1CCC32C (configuration not stated) | 1.9 | 2.4 | ·
Nc1nnc(N2CCc3ccccc32)s1 | 0.13 | 0.44 | 14
Cc1cc(NC(=O)c2cncc(Br)c2)n(-c2ccccn2)n1 | -0.11 | 0.52 | 36
C=CCn1c(CCc2cc(C(C)(C)C)c(O)c(C(C)(C)C)c2)n[nH]c1=S | · | · | 21
COc1cc(/C=C2/SC(N)=NC2=O)ccc1Oc1ccc([N+](=O)[O-])cc1[N+](=O)[O-] | -0.89 | 0.67 | 50
COC(=O)c1ccc(N=NNc2ccc(C(=O)OC)cc2)cc1 | -0.29 | 0.28 | -17
COc1cc(NS(=O)(=O)c2ccc(NC(=O)COc3ccccc3Cl)cc2)nc(OC)n1 | 1.2 | 0.52 | 3
CN(C)S(=O)(=O)c1ccc(Cl)c(NC(=O)CN2CCc3ccccc3C2)c1 | · | · | -11
Cc1cc(C(=O)OCC(=O)Nc2cc(C(F)(F)F)ccc2N2CCOCC2)c(C)o1 | -1.3 | -1.1 | ·
Cc1ccc(Nc2c([N+](=O)[O-])ccc3c2=NC2(CCCCC2)N=3)cc1 | -0.96 | -0.79 | ·
C=C(C)c1cccc(C(C)(C)NC(=O)NCc2ccc(OC)cc2)c1 | -0.65 | -0.76 | -23
COc1cc(/C=C(\C#N)c2nc3ccccc3s2)ccc1OCC(=O)Nc1ccccc1 | -1 | -0.58 | -162
O=C(C1CC1)N1CCN=C1SCc1cccc(F)c1 | 1.6 | 1 | ·
CC(C)(C)OC(=O)N1CCC(c2cc(=O)n3[nH]c(-c4ccc(Cl)cc4)cc3n2)CC1 | 0.03 | 0.19 | ·
Cc1ccc2nc(/C(C#N)=N/O)[nH]c2c1 | 0.93 | 0.74 | -14
CN=C(NC#N)SCC(=O)c1ccc(Cl)cc1Cl | 1.4 | 0.42 | ·
O=C(Cn1c2ccccc2c(=O)c2ccccc21)N/N=C/c1ccc(N2CCCC2)c([N+](=O)[O-])c1 | -0.56 | 0.33 | 10
COc1cccc2c(=O)c(C(=O)O)c[nH]c12 | 0.04 | -1.3 | -13
Cc1c(NC(=O)c2cccs2)cccc1C(=O)O | -0.11 | 0.15 | -35
O=C(Cn1cnc2c(nnn2Cc2ccc(F)cc2)c1=O)NCc1ccco1 | 0.64 | -0.11 | 24
Cc1ccc(-n2ncc3c(N4CCN(c5ccc(F)cc5)CC4)ncnc32)c(C)c1 | -0.57 | -0.81 | 38
CCN(CC)C(=O)Oc1ccc(NC(C)=O)cc1 | 0.78 | 0.27 | 26
CC(=O)c1cc(C(C)=O)c(C)nc1C | · | · | -7
CCCc1[nH]nc2c1C1(C(=O)N(C(C)C)c3ccccc31)C(C#N)=C(N)O2 (configuration not stated) | 0.14 | 0.24 | ·
O=C(Nc1ccc(N2CCCC2)cc1)c1ccc([N+](=O)[O-])cc1Cl | -0.59 | -0.83 | 33
COc1ccc(OC)c(NC(=O)C2CC(=O)N(CCc3ccccc3)C2)c1 (configuration not stated) | · | · | -19
Cc1ccc(CNC(C)(C)CO)cc1 | 1.5 | 1.5 | ·
CCOC(=O)C(C)Oc1c(C(=O)OC)sc2ncccc12 (configuration not stated) | · | · | 38
COc1cccc(-c2nc(CS(=O)(=O)CC(=O)N3CCN(C)CC3)c(C)o2)c1 | 0.03 | -0.42 | ·
CC(C)Cc1c(O)nc(SCC(=O)Nc2ccc3c(c2)CCC3)[nH]c1=O | 0.13 | -0.23 | -456
COc1ccccc1NC(=S)N(CCCN1CCOCC1)Cc1cn(C)c2ccccc12 | -1 | -0.6 | -53
O=C(C1CCN(Cc2cccs2)CC1)N1CCN(Cc2ccc3c(c2)OCO3)CC1 | · | · | 43
CCc1c(O)nc(SCC(=O)N2CCCCC2)n(-c2ccccc2C)c1=O | 1.5 | 1 | -9
COc1ccccc1CC(=O)N1CCN(c2ccc([N+](=O)[O-])cc2)CC1 | · | · | 35
CCCc1nnc(NC(=O)Nc2ccccc2OC)s1 | 0.49 | -0.25 | ·
Cc1ccc(OCCOCCOc2ccc(Br)cc2/C=N\NC(=O)c2ccncc2)cc1 | -1.7 | -1.4 | ·
Cc1ccc(NC(=O)C(=O)NCCOc2ccccc2Cl)cc1 | -0.63 | -0.17 | 38

Remaining list, next part.
SMILES | SDO1 yeast rescue | SDO1 yeast rescue Rescue 24 h | INS promoter inh
COc1ccccc1Cn1c(=O)c2ccccc2n2c(Sc3ncnc4sccc34)nnc12 | -1.3 | -1.2 | 79*
O=c1[nH]c(Cc2ccccc2)nc2c1oc1ccccc12 | -0.75 | 0.64 | 0
COc1ccc(C/C(N)=N/OC(=O)c2cccc([N+](=O)[O-])c2)cc1 | -1.5 | -0.73 | -8
Cc1ccc(OC(F)F)c(NC(=O)Nc2cccc(C(F)(F)F)c2)c1 | -1.4 | -0.81 | -24
Cc1cc(NC(=O)c2c(Br)c(C)nn2C)no1 | 0.3 | -1.1 | -17
O=C(CS(=O)(=O)Cc1ccccc1)N1CCN(c2cccc(C(F)(F)F)c2)CC1 | -0.45 | 0.63 | -275
O=C(Cc1ncc(C(F)(F)F)cc1Cl)Nc1cccc(Br)c1 | -0.98 | -1 | 20
CC(=O)c1ccc(N2CCN(C(=O)c3ccc(Br)cc3)CC2)c(F)c1 | -2.2 | -1.1 | 0
CC(=O)C(=Cc1cc(C)n(-c2ccccc2)c1C)C(C)=O | · | · | 0
Cc1ccc(C#N)c(SCc2cc3c(cc2Cl)OCO3)n1 | -1.5 | -0.68 | ·
O=C(Nc1nc2n(n1)C(c1ccccc1)C=C(c1ccccc1)N2)c1ccco1 (configuration not stated) | -0.41 | -0.14 | ·
N/C(=N\OC(=O)c1ccc(Cl)cc1Cl)c1ccccc1 | -2.5 | -2.3 | -7
Cc1ccc(NC(=O)C(C)Sc2nc(=O)cc(N)n2-c2ccccc2)cc1 (configuration not stated) | 1.5 | 0.88 | -73
CC(OC(=O)CCC(=O)c1cccs1)C(=O)Nc1ccccc1[N+](=O)[O-] (configuration not stated) | · | · | 0
O=C(CSc1ncn(-c2ccccc2)n1)NCc1ccccc1 | -0.41 | -0.2 | -39
CCOC(=O)C(NC(=O)CC)C(O)c1cccc([N+](=O)[O-])c1 (configuration not stated) | 0.94 | 0.21 | 16
CCc1nc(C)ccc1OCC(=O)N1CCc2c([nH]c3ccccc23)C1c1ccccn1 (configuration not stated) | · | · | -75
CNC(=S)NNC(=O)c1cccn(Cc2ccc(Cl)cc2Cl)c1=O | 1.1 | 0.18 | 21
CCOCCCNS(=O)(=O)c1ccc(NC(=O)CN2C(=O)c3ccccc3C2=O)cc1 | · | · | 0
CCCN(CCC)c1nc(N)nc(-c2cc(Cl)ccc2OC)n1 | -1.8 | -0.53 | -83
COC(=O)c1cccc(NC(=O)c2cccnc2)c1 | 0.54 | 0.04 | 13
Cc1ccc(S(=O)(=O)N(C)c2c(C)ccc(S(N)(=O)=O)c2C)cc1 | · | · | 0
Cc1noc(C)c1C(=O)NC(C)C12CC3CC(CC(C3)C1)C2 (configuration not stated) | · | · | 0
C/C(=C\c1ccco1)C1C(C#N)=C(N)Oc2n[nH]c(-c3ccc(C)cc3)c21 (configuration not stated) | -0.08 | -0.45 | -15
O=C(Nc1nnc(SCc2ccc(F)cc2)s1)C1CC(=O)N(Cc2ccccc2)C1 (configuration not stated) | -1 | -1 | 1
Cc1nc2cc(NC(=O)c3ccc(N4C(=O)CCC4=O)cc3)ccc2s1 | · | · | -56
O=C(O)CCN1C(=O)c2ccc(NC(=O)c3cccs3)cc2C1=O | 1.1 | 0.43 | -331
Cc1oc2c(C)c(O)ccc2c(=O)c1-c1cnn(-c2ccccc2)c1 | -0.02 | 1.3 | -46
CCN1C(=O)NC2C1N(S(C)(=O)=O)CCN2S(C)(=O)=O (configuration not stated) | 1 | 0.52 | -5
O=C(Nc1ccccc1)Nc1ccc(Cl)c([N+](=O)[O-])c1 | -1.5 | -0.56 | 7
CO/C(N)=C(\C#N)N=Cc1ccccc1Cl | · | · | -27
COc1ccccc1NC(=O)CSc1ncnc2c1oc1ccccc12 | 0.42 | 2.5 | ·
CCOc1ccc(S(=O)(=O)NCc2ccc(F)cc2)c2cccnc12 | 0.4 | 0.14 | -19
COCCN(C(=S)Nc1ccc(C)cc1C)C(C)c1cccs1 (configuration not stated) | · | · | -14
